Screening data (PubChem)
C-LANA FP: inhibitors of KSHV LANA C-terminal domain DNA binding; MBP-C-LANA/FAM-LBS DNA binding, fluorescence polarization; inhibition, % at 9 µM; 0.078% of 340,000 active;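 active = highest replicate inhibition at or above 60% at 9 µM, even if other replicates fall short; inactive = all replicates below 60% inhibition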;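 also: 0% = neutral control wells and 100% = 4 µM acridine orange control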
OPRM1-OPRD1 ag: agonists of human mu-delta opioid receptor heterodimerization; cells, OPRM1-OPRD1 heterodimerization, luminescence; P35372+P41143; 0.3% of 340,000 active; activation, % at 9.3 µM; in the data active = activation above about 18%;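 also: 0% = vehicle-treated cells and 100% = reference agonist; values of inactives mirror those of a sister screen read the other way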
OPRM1-OPRD1 inv: mu-delta opioid heterodimer inverse agonism | P35372+P41143 | cell-based MOR-DOR heterodimer luminescence | inhibition, % at 9.3 µM | 0.21% of 340,000 active | AID 504357; in the data active = inhibition above about 22%, passing the limit was not always enough;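 also: 0% = cells with DMSO and 100% = wells without cells with DMSO; values of inactives mirror those of a sister screen read the other way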
HTR5A ag ctr: HTR5A agonism, opioid heterodimer counter-screen; AID 504692; HTR5A agonist assay, luminescence, cell-based; 0.61% of 340,000 active; activation, % at 9.3 µM; in the data active = activation mostly above about 9.5%, no sharp cut-off; inactive = mostly below about 7.6%;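 also: 0% = cells with vehicle only and 100% = reference agonist; strong numbers were not always called active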
Target sequence (P47898 whole entry, looked up): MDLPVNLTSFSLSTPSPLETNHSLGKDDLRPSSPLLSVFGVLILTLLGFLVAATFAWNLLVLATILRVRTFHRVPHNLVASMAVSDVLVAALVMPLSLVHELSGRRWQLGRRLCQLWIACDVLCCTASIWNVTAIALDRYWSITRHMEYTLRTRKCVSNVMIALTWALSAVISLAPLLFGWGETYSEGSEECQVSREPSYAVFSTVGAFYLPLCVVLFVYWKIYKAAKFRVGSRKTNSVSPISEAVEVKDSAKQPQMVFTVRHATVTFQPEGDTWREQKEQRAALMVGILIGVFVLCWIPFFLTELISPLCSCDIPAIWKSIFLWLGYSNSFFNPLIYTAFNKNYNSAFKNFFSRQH
V-ATPase pH: yeast V-ATPase proton transport regulation by pHLuorin; S. cerevisiae, pHLuorin cytosolic pH fluorescence; response, % at 10 µM; 0.37% of 350,000 active; AID 504577; in the data active = response mostly above about 7.3%, no sharp cut-off; inactive = mostly below about 5.4%; also: actives read high; inactives centre near 0; some compounds called inactive have numbers as strong as hits; reference of the scale not given here
cardiac RTF act: increases calcium sensitivity of human cardiac regulated thin filaments | P19429+P45379 | IANBD-labeled TnC RTF fluorescence at EC20 calcium; 0% EC20 calcium, 100% full calcium | activation, % at 7.2 µM | 0.24% of 340,000 active;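 active = activation above the mean over all tested compounds plus 3 SD, cut at about 30% in these data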;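 also: rise in fluorescence read as greater calcium sensitivity of cardiac thin filaments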
HTR5A inv ag: inverse agonist of human HTR5A in OPRM1-OPRD1 counter-screen. inhibition, % at 9.3 µM. AID 504634. HTR5A cell line, luminescence, inverse agonism. 0.083% of 340,000 active; in the data active = inhibition mostly above about 23%, no sharp cut-off; inactive = mostly below about 18%;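 also: 0% = cells with DMSO and 100% = no-cell wells with DMSO; some compounds called inactive have numbers as strong as hits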
Cardiac RTF inh: cardiac RTF calcium desensitization; IANBD-labeled cardiac RTF, Ca2+ fluorescence; inhibition, % at 7.15 µM; AID 493244; 0.12% of 340,000 active; P19429+P45379;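 active = inhibition above the mean inhibition of all tested compounds plus 3 SD, cut at about 17% in these data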;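 also: assay run at fixed EC70 calcium of 1.6 mM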
Keap1-Nrf2 PPI: Keap1-Nrf2 (human) interaction inhibition | Q14145 | Keap1 Kelch-Nrf2 peptide fluorescence polarization, 1536-well | inhibition, % at 9.4 µM | 0.15% of 340,000 active; in the data active = inhibition above about 12%;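 also: human Keap1 Kelch domain with fluorescein labeled Nrf2 9mer peptide probe; 0% = neutral control wells and 100% = peptide positive control; higher means more block of Keap1 binding to Nrf2 peptide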
Target sequence (Q14145 whole entry, looked up, the tested form may be a part): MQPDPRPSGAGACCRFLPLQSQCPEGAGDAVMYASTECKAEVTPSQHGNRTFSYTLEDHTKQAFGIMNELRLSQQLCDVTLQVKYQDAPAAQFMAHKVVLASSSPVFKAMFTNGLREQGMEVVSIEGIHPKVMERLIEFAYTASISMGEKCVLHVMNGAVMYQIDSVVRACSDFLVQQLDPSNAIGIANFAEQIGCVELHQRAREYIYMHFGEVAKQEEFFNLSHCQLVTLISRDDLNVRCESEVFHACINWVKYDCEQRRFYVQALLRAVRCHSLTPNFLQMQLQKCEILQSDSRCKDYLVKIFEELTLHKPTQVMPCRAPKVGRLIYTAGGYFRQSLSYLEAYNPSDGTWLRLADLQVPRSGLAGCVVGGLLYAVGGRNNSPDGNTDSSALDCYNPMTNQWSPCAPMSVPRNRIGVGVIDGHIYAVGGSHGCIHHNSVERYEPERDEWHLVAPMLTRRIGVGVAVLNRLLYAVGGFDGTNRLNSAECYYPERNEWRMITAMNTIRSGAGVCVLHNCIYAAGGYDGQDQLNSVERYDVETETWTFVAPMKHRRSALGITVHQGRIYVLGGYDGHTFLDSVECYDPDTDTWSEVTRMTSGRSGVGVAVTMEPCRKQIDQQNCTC
CAL PDZ FP: inhibitors of human CAL PDZ peptide binding; 0.92% of 300,000 active; AID 602252; inhibition, % at 24.9 µM; Q9HD26; purified CAL PDZ, TMR-peptide fluorescence polarization, 1 h;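 active = mean inhibition of at least 30% with at least half of replicates also reaching 30%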;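 also: 0% = DMSO neutral control and 100% = excess unlabeled competitor peptide PRC23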
* marks the source's active call; other numbers are inactive results.

CC(C#N)(NC(=O)CN1CCN(S(=O)(=O)c2cc(C(F)(F)F)ccc2Cl)CC1)C1CC1 (configuration not stated) was read as C-LANA FP -1.5, OPRM1-OPRD1 ag 3.3, OPRM1-OPRD1 inv -21, HTR5A ag ctr 5, V-ATPase pH -3, cardiac RTF act -9, HTR5A inv ag -9, Cardiac RTF inh 1, Keap1-Nrf2 PPI 2 and CAL PDZ FP -2.
Screening CCSc1nnc(C)n1-c1ccc(C(=O)O)cc1 returned C-LANA FP -0.6, OPRM1-OPRD1 ag -1.9, OPRM1-OPRD1 inv 8, HTR5A ag ctr 2, V-ATPase pH 7, cardiac RTF act 2, HTR5A inv ag 12, Cardiac RTF inh 2, Keap1-Nrf2 PPI 2 and CAL PDZ FP -2.
For COc1cc(/C=C2\C(=N)N3N=C(S(C)(=O)=O)SC3=NC2=O)cc(OC)c1OCCOc1cccc(C)c1 the results were C-LANA FP 2.8, OPRM1-OPRD1 ag -1.1, OPRM1-OPRD1 inv 5, HTR5A ag ctr 1, V-ATPase pH 1, cardiac RTF act -4, HTR5A inv ag -5, Cardiac RTF inh -9, Keap1-Nrf2 PPI -1 and CAL PDZ FP -12.
For CCOC(=O)Cn1nc(-c2ccccc2)c2ccccc2c1=O the results were C-LANA FP 1.3, OPRM1-OPRD1 ag -1.5, OPRM1-OPRD1 inv 8, HTR5A ag ctr 3, V-ATPase pH 1, cardiac RTF act -1, HTR5A inv ag -9, Cardiac RTF inh -17, Keap1-Nrf2 PPI 3 and CAL PDZ FP -2.
For O=C(NCC1CCOCC1)c1ccc2nc(Cc3cccc(Cl)c3)oc2c1 the results were C-LANA FP -0.9, OPRM1-OPRD1 ag -1.1, OPRM1-OPRD1 inv 7, HTR5A ag ctr 4, V-ATPase pH 0, cardiac RTF act 2, HTR5A inv ag -5, Cardiac RTF inh -4 and Keap1-Nrf2 PPI -5.
CC(C)(C)C1CCc2onc(C(=O)NC3CCCC3)c2C1 (configuration not stated) was read as C-LANA FP -0.4, OPRM1-OPRD1 ag 7.5, OPRM1-OPRD1 inv -40, HTR5A ag ctr 5, V-ATPase pH -2, cardiac RTF act -3, HTR5A inv ag 0, Cardiac RTF inh -3 and Keap1-Nrf2 PPI 4.
Screening O=C(CSc1nnc(NC(=O)C2CC2)s1)NCc1ccccc1 returned C-LANA FP 0.3, OPRM1-OPRD1 ag -3.0, OPRM1-OPRD1 inv 19, HTR5A ag ctr -2, V-ATPase pH 1, cardiac RTF act 3, HTR5A inv ag -11, Cardiac RTF inh 5, Keap1-Nrf2 PPI 0 and CAL PDZ FP 1.
Screening COc1cc2nc(CN3CCN(S(=O)(=O)c4ccccc4C(F)(F)F)CC3)[nH]c(=O)c2cc1OC returned C-LANA FP -0.4, OPRM1-OPRD1 ag -2.9, OPRM1-OPRD1 inv 14, HTR5A ag ctr 2, V-ATPase pH -2, cardiac RTF act 0, HTR5A inv ag -7, Cardiac RTF inh 7 and Keap1-Nrf2 PPI 3.
Screening COc1ccc(C2N(C(=O)C(F)(F)F)C(C)CN2S(=O)(=O)c2ccc(C)cc2)cc1 (configuration not stated) returned C-LANA FP 1.2, OPRM1-OPRD1 ag 1.2, OPRM1-OPRD1 inv -10, HTR5A ag ctr 2, V-ATPase pH -1, cardiac RTF act -3, HTR5A inv ag -6, Cardiac RTF inh 8, Keap1-Nrf2 PPI -3 and CAL PDZ FP -4.
Screening CC1Oc2ccccc2N(CC(=O)NCc2ccccc2)C1=O (configuration not stated) returned C-LANA FP -2.3, OPRM1-OPRD1 ag -1.7, OPRM1-OPRD1 inv 9, HTR5A ag ctr 6, V-ATPase pH 2, cardiac RTF act 11, HTR5A inv ag -26, Cardiac RTF inh -13, Keap1-Nrf2 PPI -5 and CAL PDZ FP 0.
Screening Cc1ccc(CNC(=O)Nc2ccc(F)cc2)n1C returned C-LANA FP 3.4, OPRM1-OPRD1 ag -3.2, OPRM1-OPRD1 inv 14, HTR5A ag ctr 4, V-ATPase pH -2, cardiac RTF act 5, HTR5A inv ag -14, Cardiac RTF inh -7, Keap1-Nrf2 PPI -1 and CAL PDZ FP -9.
`COc1ccc(C(=O)Nc2cccc(-c3ccc(N4CCOCC4)nn3)c2)cc1` gave C-LANA FP 0.4, OPRM1-OPRD1 ag -2.9, OPRM1-OPRD1 inv 15, HTR5A ag ctr 3, V-ATPase pH 3, cardiac RTF act 0, HTR5A inv ag -8, Cardiac RTF inh -19, Keap1-Nrf2 PPI -1 and CAL PDZ FP -2.
`O=C(NCc1ccco1)c1ccc(S(=O)(=O)N2CCCCC2)cc1` gave C-LANA FP -0.2, OPRM1-OPRD1 ag -0.6, OPRM1-OPRD1 inv 3, HTR5A ag ctr 3, V-ATPase pH 5, cardiac RTF act -1, HTR5A inv ag -8, Cardiac RTF inh -1, Keap1-Nrf2 PPI -9 and CAL PDZ FP -1.
For CC(C)CCNC(=O)C(NS(=O)(=O)c1ccc2c(c1)c(=O)n(C)c(=O)n2C)c1ccccc1 (configuration not stated) the results were C-LANA FP -0.7, OPRM1-OPRD1 ag -1.6, OPRM1-OPRD1 inv 8, HTR5A ag ctr -5, V-ATPase pH 0, cardiac RTF act -6, HTR5A inv ag 15, Cardiac RTF inh -3 and Keap1-Nrf2 PPI -5.
`O=C(CCCC(=O)OCC1CCCO1)OCC1CCCO1` (configuration not stated) gave C-LANA FP -1.0, OPRM1-OPRD1 ag 1.0, OPRM1-OPRD1 inv -5, HTR5A ag ctr 4, V-ATPase pH -2, cardiac RTF act -4, HTR5A inv ag 15, Cardiac RTF inh -5, Keap1-Nrf2 PPI -5 and CAL PDZ FP 0.
`CCc1ccc(NC(=S)N2CCNC(=O)C2CC(=O)OC)cc1` (configuration not stated) gave C-LANA FP -0.4, OPRM1-OPRD1 ag -1.9, OPRM1-OPRD1 inv 10, HTR5A ag ctr -7, V-ATPase pH 0, cardiac RTF act 0, HTR5A inv ag 19, Cardiac RTF inh -2, Keap1-Nrf2 PPI -6 and CAL PDZ FP -5.
`COc1ccc(NC(=O)Oc2cc(C)ccc2C(C)C)cc1` gave C-LANA FP -1.1, OPRM1-OPRD1 ag 2.1, OPRM1-OPRD1 inv -11, HTR5A ag ctr 1, V-ATPase pH -5, cardiac RTF act 4, HTR5A inv ag 3, Cardiac RTF inh -13, Keap1-Nrf2 PPI 4 and CAL PDZ FP 89*.
Screening O=C(c1cccs1)N1CCN(S(=O)(=O)c2ccccc2)CC1 returned C-LANA FP 0.1, OPRM1-OPRD1 ag -3.1, OPRM1-OPRD1 inv 15, HTR5A ag ctr 3, V-ATPase pH 0, cardiac RTF act -1, HTR5A inv ag -7, Cardiac RTF inh -6, Keap1-Nrf2 PPI 1 and CAL PDZ FP -4.
For CCOC(=O)c1ccc2[nH]c(C)c(CCC(C)=O)c(=O)c2c1 the results were C-LANA FP -0.2, OPRM1-OPRD1 ag -3.3, OPRM1-OPRD1 inv 19, HTR5A ag ctr 0, V-ATPase pH -3, cardiac RTF act 2, HTR5A inv ag -4, Cardiac RTF inh -3, Keap1-Nrf2 PPI -6 and CAL PDZ FP -7.
For Fc1ccc(NC(=S)N2CCCCC2)cc1 the results were C-LANA FP 2.2, OPRM1-OPRD1 ag -0.6, OPRM1-OPRD1 inv 3, HTR5A ag ctr 4, V-ATPase pH 3, cardiac RTF act 2, HTR5A inv ag 16, Cardiac RTF inh -26, Keap1-Nrf2 PPI -4 and CAL PDZ FP 3.
Cc1nc2ccc(NC(=O)c3ccccc3)cc2s1 was read as C-LANA FP -0.2, OPRM1-OPRD1 ag 0.0, OPRM1-OPRD1 inv 0, HTR5A ag ctr 0, V-ATPase pH -3, cardiac RTF act -4, HTR5A inv ag -1, Cardiac RTF inh -12, Keap1-Nrf2 PPI 0 and CAL PDZ FP -1.
For CCCCN(C(=O)CC(c1ccccc1)c1ccccc1)c1c(N)n(CCC)c(=O)[nH]c1=O the results were C-LANA FP 0.5, OPRM1-OPRD1 ag -0.4, OPRM1-OPRD1 inv 2, HTR5A ag ctr 3, V-ATPase pH -8, cardiac RTF act 0, HTR5A inv ag -7, Cardiac RTF inh -18, Keap1-Nrf2 PPI 3 and CAL PDZ FP -2.
For COCC(=O)Nc1cc(C(=O)NCCc2ccccc2)ccc1Cl the results were C-LANA FP 0.5, OPRM1-OPRD1 ag -0.8, OPRM1-OPRD1 inv 4, HTR5A ag ctr -3, V-ATPase pH -3, cardiac RTF act 5, HTR5A inv ag 12, Cardiac RTF inh -3, Keap1-Nrf2 PPI -5 and CAL PDZ FP -2.
`CCCCn1c(=O)c(CCC(=O)O)nc2ccccc21` gave C-LANA FP -0.3, OPRM1-OPRD1 ag 0.1, OPRM1-OPRD1 inv 0, HTR5A ag ctr 3, V-ATPase pH -2, cardiac RTF act 6, HTR5A inv ag 12, Cardiac RTF inh -4, Keap1-Nrf2 PPI 1 and CAL PDZ FP 8.
For COc1ccc(-c2nc(CN3CCCCC3c3cccnc3)c(C)o2)c(F)c1 (configuration not stated) the results were C-LANA FP -2.0, OPRM1-OPRD1 ag -1.0, OPRM1-OPRD1 inv 6, HTR5A ag ctr 2, V-ATPase pH 3, cardiac RTF act 3, HTR5A inv ag -6, Cardiac RTF inh -10, Keap1-Nrf2 PPI -3 and CAL PDZ FP -8.
For CCOC(=O)CSc1ccc(-c2nc3cc(C)c(C)cc3[nH]2)cn1 the results were C-LANA FP 0.2, OPRM1-OPRD1 ag 6.6, OPRM1-OPRD1 inv -41, HTR5A ag ctr -2, V-ATPase pH -2, cardiac RTF act -1, HTR5A inv ag -16, Cardiac RTF inh -15, Keap1-Nrf2 PPI 0 and CAL PDZ FP 0.
O=C(CCSCc1ccc(Cl)cc1)NCCC1=CCCCC1 was read as C-LANA FP 2.9, OPRM1-OPRD1 ag 0.1, OPRM1-OPRD1 inv -1, HTR5A ag ctr 1, V-ATPase pH -1, cardiac RTF act 2, HTR5A inv ag -4, Cardiac RTF inh -4, Keap1-Nrf2 PPI 3 and CAL PDZ FP -4.
`CC(=O)N1C2CCCCC2S[C@H]2CCCCC21` (some centres not stated) gave C-LANA FP 0.1, OPRM1-OPRD1 ag -3.5, OPRM1-OPRD1 inv 21, HTR5A ag ctr 0, V-ATPase pH -3, cardiac RTF act 3, HTR5A inv ag 34*, Cardiac RTF inh 2, Keap1-Nrf2 PPI -4 and CAL PDZ FP 6.
For Cn1c(SCC(=O)c2ccccc2)nnc1-c1cccc(N)c1 the results were C-LANA FP 2.2, OPRM1-OPRD1 ag -1.6, OPRM1-OPRD1 inv 8, HTR5A ag ctr -2, V-ATPase pH 3, cardiac RTF act -5, HTR5A inv ag 6, Cardiac RTF inh -1, Keap1-Nrf2 PPI -6 and CAL PDZ FP 2.
Cc1ccc(N2C(=O)[C@@H]3[C@H](C2=O)[C@H]2C=C(C(=O)c4ccccc4)C=CN2[C@@H]3C(=O)c2ccc(Cl)cc2)cc1 was read as C-LANA FP 1.7, OPRM1-OPRD1 ag 14, OPRM1-OPRD1 inv -99, HTR5A ag ctr -4, V-ATPase pH 3, cardiac RTF act -1, HTR5A inv ag -15, Cardiac RTF inh 1, Keap1-Nrf2 PPI -1 and CAL PDZ FP -1.
For CCOc1ccc(NC(=O)c2ccccc2O)cc1 the results were C-LANA FP 1.0, OPRM1-OPRD1 ag -2.3, OPRM1-OPRD1 inv 13, HTR5A ag ctr 2, V-ATPase pH -1, cardiac RTF act 10, HTR5A inv ag -6, Cardiac RTF inh 9, Keap1-Nrf2 PPI -5 and CAL PDZ FP 2.

Rows were taken by chance, and some 2.8% of all compounds hit somewhere here.
